High-throughput results (PubChem BioAssay)
GBA activity up – enhancers of human beta-glucosidase activity in Gaucher fibroblasts; L444P Gaucher fibroblasts, 4-MU-glucoside fluorescence, 3 days; activation, % at 10 µM; 30,000 compounds, 0.44% hits; AID 784; in the data active = activation above about 65%;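 note: 0% = vehicle wells and 100% = positive control wells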
Target sequence (P04062 whole entry L483P): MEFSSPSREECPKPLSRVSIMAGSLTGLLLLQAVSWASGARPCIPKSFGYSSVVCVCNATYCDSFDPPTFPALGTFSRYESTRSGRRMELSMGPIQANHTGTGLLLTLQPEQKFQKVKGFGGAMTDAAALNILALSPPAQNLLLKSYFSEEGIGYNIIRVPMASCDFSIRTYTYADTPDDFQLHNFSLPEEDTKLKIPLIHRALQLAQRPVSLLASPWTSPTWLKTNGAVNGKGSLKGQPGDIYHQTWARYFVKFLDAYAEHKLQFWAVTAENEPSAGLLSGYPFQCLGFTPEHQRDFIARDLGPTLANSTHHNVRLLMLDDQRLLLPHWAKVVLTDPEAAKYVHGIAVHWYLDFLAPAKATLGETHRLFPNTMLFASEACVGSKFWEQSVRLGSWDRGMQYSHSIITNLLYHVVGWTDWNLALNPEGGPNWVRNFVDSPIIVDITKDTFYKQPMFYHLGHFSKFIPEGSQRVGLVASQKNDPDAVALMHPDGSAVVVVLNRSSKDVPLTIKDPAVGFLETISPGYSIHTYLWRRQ
Numbers without * were called inactive.

SMILES	GBA activity up
COC(=O)c1ccc(CSc2nc(-c3ccco3)cc(C(F)(F)F)n2)o1	0.6
O=C(NCC(=O)N1CCCC1C(=O)O)OC1CCCCC1 (stereo not given)	-7.2
CCOc1ccc(/C=c2\sc3nc(-c4ccco4)nn3c2=O)cc1OCC	-13.7
COc1cccc(N2C(=O)CC(N3CCN(S(=O)(=O)c4ccccc4)CC3)C2=O)c1 (stereo not given)	57.4
S=c1[nH]nc(C23CC4CC(CC(C4)C2)C3)n1Cc1ccco1	-10.2
CCC(C(=O)NC(C)CCc1ccco1)n1nc(C)n2c(cc3occc32)c1=O (stereo not given)	-9.1
Cc1cc(NC(=O)CSc2nnc(COc3cccc(C)c3C)n2Cc2ccco2)no1	-4.3
CCCS(=O)(=O)N1CCCC(C(=O)NCCN2CCOCC2)C1 (stereo not given)	-9.1
Cc1ccc(OCC(=O)Nc2ccc3c(c2)nc2n3CCOC2)cc1	-45.6
CCOC(=O)C(C(=O)OCC)C(=O)c1cc(OC)c(OC)c(OC)c1	-15.8
CCSc1nc2c(c(=O)[nH]c(=O)n2C)n1C/C=C(/C)Cl	-22.2
O=C(O)CCCC(=O)Nc1ccc(Cl)c(Cl)c1	11.6
CCOC(=O)c1cc(-c2cccs2)nc2onc(C)c12	3.3
CC1Cc2ccccc2N1C(=O)CCNS(=O)(=O)c1ccc2c(c1)CCC(=O)N2 (stereo not given)	-8.4
COCCNC(=O)COc1ccc(Nc2ccccc2)cc1	-19.6
CCn1c(CSc2nc(C)cc(C)n2)nnc1SCC(=O)Nc1ccccc1	-23.1
CCOC(=O)c1cc2ccc(OC(=O)c3ccco3)cc2oc1=O	-3.9
CC(=O)Nc1ccc(N2CCN(C(C)=O)CC2)cc1	-9.1
Cn1cc(NC(=O)c2cc(NC(=O)c3cc(NC=O)cn3C)cn2C)cc1C(=O)NCCC(=N)N	-11.9
COc1cc(C2c3c(n[nH]c3C)C(=O)N2c2ccc(C)cc2)ccc1O (stereo not given)	-37.0
COc1ccccc1OCCCn1c(=O)sc2ccccc21	6.7
CN(C)CCN1C(=O)C(=O)/C(=C(/O)c2ccc(OCc3ccccc3)cc2)C1c1ccncc1 (stereo not given)	-0.8
Cc1cc(C)c2nc(N3CCCC3)c(C#N)cc2c1	18.1
CS(=O)(=O)N1CCN(c2ccc(NC(=O)c3ccc(Br)o3)cc2)CC1	16.5
Nn1cnn(Cc2ccccc2)c1=S	-4.2
Cc1cnnc2c1-c1no[n+]([O-])c1CC2	1.8
Cc1ccc(-c2nnc(N3CCN(c4ccccn4)CC3)c3ccccc23)cc1	-32.5
CCOc1ccc(-c2cc(C(=O)N3CCN(c4ccccn4)CC3)c3ccccc3n2)cc1	-13.0
CCC(=O)Nc1sc2c(c1C(N)=O)CCC2	-22.4
C=CCn1c(=N)n(CC(=O)OCC)c2ccccc21	-3.0
O=C(NC1CCCCC1)N1CCC(c2nc3ccc(Cl)cc3[nH]2)CC1	-38.9
CC1(C)OC(=O)C(=CNC(Cc2c[nH]c3ccccc23)C(=O)O)C(=O)O1 (stereo not given)	2.6
Cc1ccccc1-c1nc(CN2CCC(C(=O)NCc3cccnc3)CC2)c(C)o1	-1.3
COc1ccc(-c2nc3ccccc3c(=O)n2CCN2CCOCC2)cc1	-15.7
O=C1CC(c2cccc(Cl)c2)Cc2nc(N3CCOCC3)ncc21 (stereo not given)	-10.7
Oc1ccccc1-c1nc(NCC2CCCO2)c2ccccc2n1 (stereo not given)	-39.5
COc1cc(N/C(=N/S(=O)(=O)c2ccccc2)c2ccccc2)ncn1	-10.6
O=C(CCCNS(=O)(=O)c1cccc2nsnc12)NCc1ccccc1	-15.7
COC(=O)c1ccc(NC(=O)C2CC(=O)N(c3cc(C)ccc3C)C2)cc1 (stereo not given)	-2.1
COc1cc(NC(=O)Cn2nnc(-c3ccccc3N)n2)cc(OC)c1	4.2
CCOCCn1c(CCCO)nc2ccccc21	-26.7
CCOC(=O)c1c(NC(=O)c2nn(CC)cc2Br)c(C#N)nn1-c1ccccc1	0.2
Cn1c(SCc2ccccc2Cl)nnc1-c1cnccn1	-57.8
COc1ccc(C2=CSC3=NCCN23)cc1F	-14.7
CCn1ncc(C(=O)Nc2ccc(S(=O)(=O)N3CCCC3)cc2)c1C	5.8
COCCCn1c(-c2ccc(OC)cc2)nc2nc3ccccc3nc21	-46.2
COc1ccc(C2CC(C(F)(F)F)n3nc(C(=O)NCc4c(C)nn(C)c4C)c(Cl)c3N2)cc1 (stereo not given)	-10.5
Cc1cc(C)nc(N(C#N)S(=O)(=O)c2ccccc2)n1	4.9
O=C(c1ccc2c(c1)OCO2)N1CCNc2ccccc2C1	-19.1
Cc1noc(C)c1COC(=O)CCc1nc2ccccc2s1	-10.3
CN1CCN(c2ccc(NC(=O)c3ccccc3Br)cc2)CC1	5.5
O=C(COc1ccc(Br)cc1)OCc1nnc(-c2ccccc2)o1	-5.5
Cc1cc(NC(=O)CSc2nnc(COc3ccccc3)o2)no1	-1.7
Cc1n[nH]c(C)c1S(=O)(=O)N1CCCC(C(=O)NCC2COc3ccccc3O2)C1 (stereo not given)	9.1
O=C(N1CCCCC1)N1CCN(C(=O)N(c2ccccc2)c2ccccc2)CC1	5.0
Cc1nc2cc(NC(=O)N3CC4(C)CC3CC(C)(C)C4)ccc2n1C (stereo not given)	-3.6
CNC(=O)CCn1nc(-c2ccc(Cl)cc2)c2ccccc2c1=O	-6.3
O=C(Cc1ccccc1)Nc1c(C(=O)N2CCOCC2)cnn1-c1ccccc1	11.6
Cc1ccc(S(=O)(=O)N2CCCC2C(=O)Oc2ccccc2)cc1 (stereo not given)	-16.3
CCOc1cc(NC(=O)c2ccco2)c(OCC)cc1NC(=O)COc1ccccc1	-37.1

Next part:
SMILES	GBA activity up
O=C(O)CCC(=O)c1cccc2ccccc12	-12.9
Fc1ccc2c(c1)[C@H]1OCC[C@H]1[C@@H](c1ccco1)N2	-7.2
COC(=O)c1sc(NC(=O)c2ccco2)nc1C	10.6
Cc1occc1C(=O)Nc1c(F)cc(F)cc1Br	-6.2
Cc1ccc(-n2c(Cc3cccs3)nnc2SCC(=O)OC(C)C)cc1	-3.4
COC(=O)c1sc(NC(=O)Cc2cccs2)nc1C	-4.5
CC(C)(C)N(Cc1ccccc1)C(=O)CSc1nnc(CNc2ccc(F)cc2)o1	-0.6
O=C(C1CCC(C(=O)N2CCc3ccccc32)CC1)N1CCc2ccccc21 (stereo not given)	-6.8
CCCCC(=O)NC1(C(F)(F)F)C(=O)Nc2c1c(=O)[nH]c(=O)n2Cc1ccco1 (stereo not given)	-24.0
O=C(Nc1ccc(S(=O)(=O)N2CCc3ccccc3C2)cc1)C1CCCO1 (stereo not given)	6.5
OC(COc1ccc2ccccc2c1Cl)CN1CCOCC1 (stereo not given)	1.1
O=C(CSc1nnc2scc(-c3ccccc3)n12)N1CCN(Cc2ccccc2)CC1	-5.9
Cc1ccccc1NC(=O)c1c(F)c(F)c(F)c(F)c1F	-9.9
COc1cccc(-n2c(SC)nnc2-c2cnccn2)c1	49.8
CCOC(=O)C1CCCN(C(=O)c2cc3c(=O)n4cccc(C)c4nc3n2C)C1 (stereo not given)	7.3
Cc1ccccc1NC(=O)c1ccccc1	-33.8
COc1cccc(C2=CC(c3cc(OC)ccc3OC)n3nnnc3N2)c1 (stereo not given)	-5.6
CN(C)C(=O)CSc1nnc(CCNC(=O)OC(C)(C)C)o1	-27.0
COc1ccccc1-c1nnc(SCCN2CCOCC2)n1-c1ccc(C)cc1	-3.5
O=C(O)C(F)(F)S(=O)(=O)O	-0.1
Cc1noc(C)c1COC(=O)c1cccnc1SCC(=O)Nc1ccc2c(c1)OCO2	-2.4
COc1ccc(NC(=O)c2oc3cc(C)c(C)cc3c2C)c(OC)c1	0.2
CC(C)CCn1nnnc1C(c1ccc(F)cc1)N1CCN(C(=O)c2ccco2)CC1 (stereo not given)	-13.7
C=CCn1c(N)c(C(=O)OC(C)CC)c2nc3ccccc3nc21 (stereo not given)	27.0
COc1ccc(C2CC(=O)C3=C(C2)Nc2ccccc2N(C(=O)C2CC2)C3c2cccnc2)cc1OC (stereo not given)	54.0
CCCCCCn1c(CN2CCCCC2C)nc2c1c(=O)n(C)c(=O)n2C (stereo not given)	-49.4
c1ccc(-c2nn3c(Cn4cnc5ccccc54)nnc3s2)cc1	-19.7
CCCCOC(=O)CCc1c(C)[nH]c(=O)c(C#N)c1C	1.5
CC(C)OC(=O)CSc1nnc(-c2cccnc2)n1N	67.3*
CC(Sc1n[nH]c(=O)[nH]c1=O)C(=O)OCc1ccccc1 (stereo not given)	6.1
Cc1ccc(S(=O)(=O)NCc2csc(C)n2)c(C)c1	0.8
CN(C)c1ccc(-c2noc(-c3ccccc3O)n2)cc1	10.3
CCN1CCN(CCCNC(=O)c2cc3cc4ccc(OC)cc4nc3o2)CC1	93.7*
O=C(CSCc1ccccc1)N1CCN(C(=O)c2ccco2)CC1	-5.4
CC(C)(C)c1cc(C(=O)O)c(CN2CCCCC2)o1	-29.8
CCOc1cc(S(=O)(=O)NCC2OCCc3ccccc32)c(OCC)cc1-n1cnnn1 (stereo not given)	-3.1
O=C(O)C1CSC2(CCN(Cc3ccccc3)CC2)N1 (stereo not given)	-15.5
CCNC(=O)COC(=O)c1ccc(S(=O)(=O)N2CCCCCC2)cc1	-8.9
COCc1c(C(N)=O)nnn1-c1nonc1N	-7.8
CCn1c(SCC(=O)Nc2ccccc2-c2ccccc2)nnc1-c1ccoc1C	-5.7
O=c1oc2c(CN3CCCCCC3)c(O)ccc2cc1-c1nc2ccccc2[nH]1	10.7
Cc1cc(C)n(-c2nc3ccccc3c(=O)n2OCCOc2ccccc2)n1	-47.3
CS(=O)(=O)N1CCCC(C(=O)NCCc2ccccc2)C1 (stereo not given)	-47.2
O=C(O)CCCC(=O)Nc1nc(-c2ccc(F)cc2)cs1	-9.3
COC(=O)c1cccc(NC(=O)Cn2nnc3ccccc32)c1	2.9

Overlap with the part before: 5 entries; new compounds follow.
SMILES	GBA activity up
O=c1oc2c(CN3CCCCCC3)c(O)ccc2cc1-c1nc2ccccc2[nH]1	10.7
Cc1cc(C)n(-c2nc3ccccc3c(=O)n2OCCOc2ccccc2)n1	-47.3
CS(=O)(=O)N1CCCC(C(=O)NCCc2ccccc2)C1 (stereo not given)	-47.2
O=C(O)CCCC(=O)Nc1nc(-c2ccc(F)cc2)cs1	-9.3
COC(=O)c1cccc(NC(=O)Cn2nnc3ccccc32)c1	2.9
O=C(Nc1ccc(S(=O)(=O)N2CCCCCC2)cc1)c1ccc(Br)o1	-10.3
COCCNC(=O)C(c1ccc(C)o1)N(C(=O)c1snc(C(N)=O)c1N)c1ccc(C)c(C)c1 (stereo not given)	-7.8
O=c1[nH]cnc2nc(-c3ccccc3)c(-c3ccccc3)nc12	24.0
CCC(C(=O)Nc1cnccn1)c1ccccc1 (stereo not given)	-48.0
COc1ccc(S(=O)(=O)N(C)CC(=O)NC2CC2)cc1	-4.3
NC(=O)c1oc2ccc(Cl)cc2c1NC(=O)CN1CCOCC1	-4.9
COc1cccc(OC)c1C(=O)Nc1cccc(C(C)=O)c1	-18.7
CC(=O)Cc1nsc(NC(=O)c2ccc(-c3ccccc3Cl)o2)n1	7.4
Cc1nc(SCC#N)c2c(C)c(C)sc2n1	-0.3
CCCCCn1c(Sc2ncccn2)nc2c1c(=O)[nH]c(=O)n2C	-31.4
O=C(O)C1CC=C(Cl)CC1C(=O)NCc1ccccc1 (stereo not given)	-4.0
O=C(Nc1ccc(N2CCOCC2)cc1N1CCOCC1)c1ccco1	-14.5
Cn1c(=O)c2cc(S(=O)(=O)NCCC(=O)NCCC3=CCCCC3)ccc2n(C)c1=O	-34.0
COc1cc(C2Nc3ccc4ncccc4c3C3=C2C(=O)CCC3)cc(OC)c1O (stereo not given)	-38.7
CCOC(=O)N1CCN(S(=O)(=O)c2cc3c(cc2C)NC(=O)CO3)CC1	0.9

An excerpt from above in order of molecular weight, high to low.
SMILES	GBA activity up
COCCNC(=O)C(c1ccc(C)o1)N(C(=O)c1snc(C(N)=O)c1N)c1ccc(C)c(C)c1 (stereo not given)	-7.8
Cn1c(=O)c2cc(S(=O)(=O)NCCC(=O)NCCC3=CCCCC3)ccc2n(C)c1=O	-34.0
CCOC(=O)N1CCN(S(=O)(=O)c2cc3c(cc2C)NC(=O)CO3)CC1	0.9
O=c1[nH]cnc2nc(-c3ccccc3)c(-c3ccccc3)nc12	24.0
Cc1nc(SCC#N)c2c(C)c(C)sc2n1	-0.3
CCC(C(=O)Nc1cnccn1)c1ccccc1 (stereo not given)	-48.0

Next structures:
SMILES	GBA activity up
CCOC(=O)c1ccc(N2C(=O)C3CC=C(C)CC3C2=O)cc1 (stereo not given)	-0.3
O=C(CCN1C(=O)c2ccccc2S1(=O)=O)Nc1ccc2c(c1)OCCO2	9.4
CC(C)(C)OC(=O)N1CC(O)CC1C(=O)OCC(=O)c1ccc(Cl)cc1 (stereo not given)	-7.3
CC(=O)Nc1cc2c(cc1C(=O)C(C)C)OCCO2	-39.9
O=C(NCc1ccc2c(c1)OCO2)c1ccc(-c2ccc(Cl)cc2)o1	-11.2
Cc1cc(C)cc(OCc2nnc(SCC(=O)OC3CCCCC3)o2)c1	-3.0
Fc1ccc(C(c2nnnn2Cc2ccccc2)N2CCSCC2)cc1 (stereo not given)	11.1
O=C(c1cc(-c2cccnc2)nc2ccc(Br)cc12)N1CCC2(CC1)OCCO2	-17.5
CSc1ccc(/C=N/n2nnnc2N)cc1	-7.3
C=CCn1c(SCc2c(F)cccc2Cl)nnc1-c1ccco1	-33.1
Cc1occc1-c1nnc(SCC(=O)Nc2nccs2)n1Cc1ccco1	-10.4
COC(=O)CSc1cc(SCC(=O)OC)c(C#N)c(SCC(=O)OC)c1	-14.0
COc1ccccc1C(=O)Nc1ccc(S(=O)(=O)N2CCCC2)cc1	-5.5
COc1ccc(C(=O)Nc2cc(Cl)cc(Cl)c2)c(OC)n1	-10.9
CN(C)S(=O)(=O)Nc1ccc(Oc2ccccc2)cc1	-47.6
CCOc1cc(N2CCOCC2)c(OCC)cc1NC(=O)Cn1[nH]c(=O)c2ccccc2c1=O	-8.7
COc1ccc(C(C)(C)C)cc1NC(=O)C1C2C=CC(C2)C1C(=O)O (stereo not given)	6.4

This is a subset; count on the stated rates, not on these rows.
